Screens from PubChem BioAssay.
PREPL inhibitor – human PREPL enzyme inhibition; Q4J6C6; recombinant PREPL, fluorescence polarization activity-based probe; inhibition, % at 5.96 µM; 0.68% of 320,000 active; in the data active means inhibition above about 43%;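 further: 0% = enzyme with DMSO and 100% = wells lacking enzyme; many of its hits are not listed in these tables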
Target sequence (Q4J6C6 whole entry, looked up): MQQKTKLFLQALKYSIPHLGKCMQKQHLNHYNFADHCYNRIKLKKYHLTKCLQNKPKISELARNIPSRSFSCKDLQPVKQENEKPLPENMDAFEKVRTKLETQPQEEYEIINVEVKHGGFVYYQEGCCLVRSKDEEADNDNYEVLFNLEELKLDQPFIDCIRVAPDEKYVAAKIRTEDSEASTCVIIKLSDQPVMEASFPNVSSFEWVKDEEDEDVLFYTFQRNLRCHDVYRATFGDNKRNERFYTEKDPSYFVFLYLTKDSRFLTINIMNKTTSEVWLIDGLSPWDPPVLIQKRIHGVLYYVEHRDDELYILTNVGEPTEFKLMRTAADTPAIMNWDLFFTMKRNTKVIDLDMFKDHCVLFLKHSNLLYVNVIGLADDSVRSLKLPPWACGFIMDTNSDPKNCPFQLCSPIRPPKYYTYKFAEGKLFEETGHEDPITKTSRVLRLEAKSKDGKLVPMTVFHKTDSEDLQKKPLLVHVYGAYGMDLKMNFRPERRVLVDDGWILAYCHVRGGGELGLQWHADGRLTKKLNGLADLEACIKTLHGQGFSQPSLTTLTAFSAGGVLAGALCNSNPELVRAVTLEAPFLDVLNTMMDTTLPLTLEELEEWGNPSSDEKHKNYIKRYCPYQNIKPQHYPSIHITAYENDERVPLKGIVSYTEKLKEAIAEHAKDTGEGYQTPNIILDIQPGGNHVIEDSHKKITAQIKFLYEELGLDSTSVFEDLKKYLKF
TPT1 inhibitor – inhibitors of Candida albicans tRNA 2'-phosphotransferase TPT1 | inhibition, % at 5 µM | 0.81% of 300,000 active | recombinant caTPT1, FP RNA substrate dephosphorylation | AID 1962;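 active means inhibition above the mean of all tested compounds plus 3 SD, set per screening campaign, cut at about 24% in these data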;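 further: plate controls were DMSO alone for no effect and ferristatin control at 100 nM for full effect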
PP1 counter – counter-screen for PP5 inhibitors: inhibitors of human PP1-alpha | P62136 | purified PP1alpha, OMFP fluorescence | inhibition, % at 6.7 µM | 0.9% of 320,000 active | AID 2235;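 active means inhibition above the mean inhibition of all tested compounds plus 3 SD, computed separately for each screening campaign, cut at about 15% in these data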
ZTA counter – blocks Epstein-Barr virus ZTA, an EBNA-1 counter-screen. P03206. ZTA-DNA binding, fluorescence polarization. inhibition, % at 11 µM. 0.15% of 320,000 active. AID 2234; in the data active means inhibition above about 33%
Target sequence (P03206 whole entry, looked up): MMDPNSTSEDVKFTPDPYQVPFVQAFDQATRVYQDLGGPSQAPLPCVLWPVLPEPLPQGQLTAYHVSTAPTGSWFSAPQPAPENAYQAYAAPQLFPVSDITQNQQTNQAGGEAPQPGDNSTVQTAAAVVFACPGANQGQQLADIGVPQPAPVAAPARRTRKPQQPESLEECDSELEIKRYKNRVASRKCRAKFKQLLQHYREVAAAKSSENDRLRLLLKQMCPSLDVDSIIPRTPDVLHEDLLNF
EBNA-1 inh – blocks EBNA-1 binding to DNA; 0.34% of 300,000 active; EBNA-1 DNA binding, fluorescence polarization; AID 1950; inhibition, % at 14.8 µM; in the data active means inhibition above about 28%
core dimer inh – blocks dimerization of HCV core protein; TR-FRET GST/Flag-core106 dimerization, 1536-well; 0.33% of 300,000 active; AID 1899; inhibition, % at 5 µM;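 active means inhibition above the mean of all tested compounds plus 3 SD, set per screening campaign, cut at about 45% in these data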
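assay system = GST-tagged and Flag-tagged HCV core protein residues 1-106 | controls = unlabelled core106 and no-GST-core106 wells | incubation = compound-protein-antibody incubation 4 h at 22.5 °C | probe or stimulus = Eu donor and XL665 acceptor anti-tag antibodies | read-out = % inhibition based on acceptor/donor emission ratio | signal = TR-FRET 671 and 617 nm emission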
PP5 primary – blocks human protein phosphatase 5 activity. P53041. purified PP5c, OMFP substrate fluorescence. inhibition, % at 6.7 µM. 0.18% of 320,000 active. AID 1987;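 active means inhibition above the campaign's mean inhibition across all tested compounds plus 3 SD, cut at about 9.5% in these data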;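 further: 0% = DMSO only and 100% = 100 µM cantharidin control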
CTSL1 counter – counter-screen for PFM18AAP inhibitors: inhibitors of F. hepatica cathepsin L1 | AID 1906 | 0.49% of 300,000 active | inhibition, % at 5.96 µM | recombinant F. hepatica cathepsin L1, Z-Leu-Arg-MCA fluorescence;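 active means inhibition above the mean of all tested compounds plus 3 SD, set per screening campaign, cut at about 17% in these data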;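 further: 0% = plate median of test compound wells and 100% = 1 µM Z-Phe-Ala-diazomethylketone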
Efflux pump mplx – inhibitors of Candida antifungal efflux pumps expressed in yeast; S. cerevisiae Candida pump triplex, Nile Red efflux; inhibition, % at 10 µM; 0.44% of 330,000 active; AID 485275;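 active means plate passing quality check with inhibition over a set limit, or well fluorescence over plate mean plus 4 SD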;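 further: Nile Red retained in pooled yeast measured as flow cytometry median fluorescence; 0% = buffer negative control and 100% = Enniatin B positive control; higher means more Nile Red kept so more efflux inhibition; some compounds called inactive have numbers as strong as hits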
An asterisk follows results filed as active; i = inactive; x = not tested or not shown.

SMILES	PREPL inhibitor	TPT1 inhibitor	PP1 counter	ZTA counter	EBNA-1 inh	core dimer inh	PP5 primary	CTSL1 counter	Efflux pump mplx
CC(C)Oc1ccc(Cc2c(O)nc(NCCCN(C)C)[nH]c2=O)cc1	0	-1	-1	17	5	-4	0.1	-3	-0.1
CC1=C(C(=O)OCc2ccccc2)C(c2cccnc2)n2ncnc2N1 (stereo not drawn)	-6	-1	1	-11	-2	7	2.0	2	0.1
CCc1c(C)nc2c(-c3ccccc3)c(-c3ccccc3)[nH]n2c1=O	-7	0	1	-6	15	4	2.9	-3	0.1
O=C(COc1ccc(-n2cnnn2)cc1)NC1CCCCC1	-14	-1	-3	-25	-10	-2	-3.5	-8	0.2
CSCC[C@@H](C(=O)Nc1ccc2c(c1)OCCO2)N1Cc2ccccc2C1=O	-29	0	0	-3	-3	-1	2.4	-1	0.1
O=C(COc1cccnc1[N+](=O)[O-])N1CCc2ccccc2C1	-2	-2	3	-3	-5	4	0.0	2	0.1
O=C(NCc1ccccc1)c1ccc2c(c1)OCCO2	19	-5	-2	8	6	-8	1.6	2	-0.2
O=S(=O)(c1ccccc1)c1nc(-c2ccccc2)oc1NCc1cccnc1	2	-3	-2	-5	-4	2	4.1	3	0.2
CCOC(=O)C1(CCCc2ccccc2)CCN(C(=O)Cc2nonc2C)CC1	11	-4	0	-28	-10	6	0.5	2	-0.2
CN1CCN(NC(=O)C2CC2)CC1	6	-1	-4	8	0	1	-1.3	2	-0.1
S=C(NNC(=S)NC1CC2CCC1C2)NC1CC2C=CC1C2 (stereo not drawn)	-1	0	3	4	9	-35	3.2	4	-0.2
CC(=O)c1cc(CN2CCC(n3nccc3NC(=O)c3ccccc3)CC2)cs1	7	0	-2	24	7	7	1.3	0	0.0
COc1cccc(/C=N/NC(=O)c2nnn(-c3nonc3N)c2-c2cccs2)c1	11	-3	1	6	-12	-2	0.1	2	0.3
COc1ccc(CN2CCN(Cc3nc4ccccc4s3)CC2CCO)c(C)c1C (stereo not drawn)	-7	0	2	-7	8	i	2.1	2	0.1
COc1ccccc1NC(=O)CSc1nnc(CNC(=O)c2ccco2)n1C	6	-2	1	7	6	2	0.0	1	0.1

Compound profiles (already shown).
`CSCC[C@@H](C(=O)Nc1ccc2c(c1)OCCO2)N1Cc2ccccc2C1=O` is listed as PREPL inhibitor = -29; TPT1 inhibitor = 0; PP1 counter = 0; ZTA counter = -3; EBNA-1 inh = -3; core dimer inh = -1; PP5 primary = 2.4; CTSL1 counter = -1; Efflux pump mplx = 0.1
`S=C(NNC(=S)NC1CC2CCC1C2)NC1CC2C=CC1C2` (stereo not drawn) is listed as PREPL inhibitor = -1; TPT1 inhibitor = 0; PP1 counter = 3; ZTA counter = 4; EBNA-1 inh = 9; core dimer inh = -35; PP5 primary = 3.2; CTSL1 counter = 4; Efflux pump mplx = -0.2

(listing goes on)
SMILES	PREPL inhibitor	TPT1 inhibitor	PP1 counter	ZTA counter	EBNA-1 inh	core dimer inh	PP5 primary	CTSL1 counter	Efflux pump mplx
COc1ccc(CNC(=O)COC(=O)CN2C(=O)COc3ccccc32)cc1	-4	0	-2	21	9	1	-1.9	4	0.0
Cc1cccc(C(=O)NCCCNC(=O)c2ccccn2)c1	0	-1	0	4	7	4	0.1	9	-0.1
Nc1nc(CN2CCN(c3ccccc3)CC2)nc(Nc2ccc(Cl)cc2)n1	3	0	-4	8	-11	4	0.8	0	0.1
CN(C)CC/C=C1/c2ccc(F)cc2Sc2ccc(Cl)cc21	-13	0	2	28	0	0	0.9	4	0.1
COc1cc(C=C2C(=O)c3ccccc3C2=O)cc(OC)c1OC	-4	-1	-2	21	7	0	-0.1	-4	0.1
COc1cc(NC(=O)c2ccc3c(c2)OCO3)ccc1NC(=O)C(C)C	8	-2	4	-8	-13	3	-4.8	1	0.1
O=C(CC1C(=O)NCCN1Cc1cccc(Oc2ccccc2)c1)NCCc1cnccn1 (stereo not drawn)	3	-5	0	-22	-2	-3	0.0	0	0.0
CC1CCN(CCNC(=O)C2CCCN(S(=O)(=O)c3cccc4nonc34)C2)CC1 (stereo not drawn)	-21	0	-5	1	4	-2	-0.7	24*	0.0
CN(C(=O)COC(=O)C1=COCCO1)c1c(N)n(Cc2ccccc2)c(=O)[nH]c1=O	6	0	-4	16	1	1	-0.6	4	0.0
O=C1/C(=C\c2ccsc2)NC(=S)N1c1ccccc1	-8	0	0	-11	-1	0	1.9	-2	-0.1
O=C(CCN1C(=O)/C(=C/c2cccs2)SC1=S)Nc1ccc(O)cc1	13	8	4	-7	8	6	-0.6	1	-0.1
Cc1nn2c3c(cnc2c1-c1ccccc1)C(=O)CCC3	8	0	0	8	-11	-5	1.3	-3	0.6*
CCOc1c(Cl)cc(C(=O)NCCN2CCCCC2)cc1Cl	-78	3	-3	-1	-6	-4	2.8	0	-0.1
O=C(CCC1CCCN(C2C3CC4CC(C3)CC2C4)C1)NCc1ccc(F)c(F)c1 (stereo not drawn)	29	1	-4	12	4	0	-1.4	-1	-0.2
COc1ccccc1NC(=O)c1ccc(NC(=O)CNC(=O)c2ccc(OC)c(OC)c2)cc1	7	-1	-3	7	-2	0	2.0	1	0.2

Of the compounds above, two have fluorine.
SMILES	PREPL inhibitor	TPT1 inhibitor	PP1 counter	ZTA counter	EBNA-1 inh	core dimer inh	PP5 primary	CTSL1 counter	Efflux pump mplx
CN(C)CC/C=C1/c2ccc(F)cc2Sc2ccc(Cl)cc21	-13	0	2	28	0	0	0.9	4	0.1
O=C(CCC1CCCN(C2C3CC4CC(C3)CC2C4)C1)NCc1ccc(F)c(F)c1 (stereo not drawn)	29	1	-4	12	4	0	-1.4	-1	-0.2

(list continues)
SMILES	PREPL inhibitor	TPT1 inhibitor	PP1 counter	ZTA counter	EBNA-1 inh	core dimer inh	PP5 primary	CTSL1 counter	Efflux pump mplx
CCc1ccc(C(=O)NNc2cc(Cl)cc(Cl)c2)cc1	4	-1	1	-3	1	3	1.2	-1	-0.1
CN(C)c1ccc(-c2cccc(C3CC=CC4C3C(=O)N(Cc3ccccc3)C4c3ccc(C(F)(F)F)cc3)c2)cc1 (stereo not drawn)	4	-1	0	0	-10	12	2.6	-1	0.1
Cc1ccc(/C=N/Nc2nc(C(C)(C)C)cs2)o1	-3	-1	-1	7	5	-7	2.9	2	0.0
Cc1cccnc1NC(=S)NC(=O)c1cccs1	2	-3	-4	9	6	-1	-0.8	3	-0.1
CCCCC1CCC(C(=O)OCC(=O)N(CCOC)c2c(N)n(Cc3ccccc3)c(=O)[nH]c2=O)CC1 (stereo not drawn)	12	-4	2	-14	0	1	1.1	0	-0.1
Cc1cc(OCC(=O)N2CCN(c3ccccn3)CC2)cc(C)c1Br	-17	0	-1	11	5	8	2.3	1	0.1
N/C(Cc1ccc([N+](=O)[O-])cc1)=N\OC(=O)c1ccc(Br)cc1	12	-2	1	7	7	9	4.9	4	-0.1
O=C(Nc1ccc(F)cc1)C1CCCCC1	-8	3	1	-7	-10	0	-0.1	2	0.3
COc1ccc(N(C(=O)c2ccc(F)cc2)C2=CC3CCC(C2)N3C)cc1 (stereo not drawn)	-14	-3	-1	13	14	-5	-2.5	-2	-0.1
COc1ccccc1CCC(=O)OCC(=O)Nc1c(Br)cc(C)cc1Br	2	-1	1	-11	-4	15	1.2	-29	0.2
COc1ccccc1N1CCN(C(=O)c2cc3sccc3n2C)CC1	9	-6	0	-22	-2	4	0.5	1	-0.1
CC(C)(C)Nc1nc(SCc2ccccc2)nc(N2CCOCC2)n1	5	-4	-1	-6	2	0	3.5	19*	0.3
CN(C(=O)c1ccc(NC(=O)Cc2cccc(NC(=O)C3CCN(C(=O)C4CCCC4)CC3)c2)cc1)C1CCCC1	-2	x	-2	-4	x	x	2.6	x	0.2
O=C(N/N=C/c1ccc2c(c1)OCO2)C(=O)N1CCCC1	-17	-8	7	-7	-8	-3	3.0	2	0.2
O=C(NCc1ccc(CNC(=O)c2ccco2)cc1)c1ccco1	-8	2	-1	2	2	8	1.6	2	0.0

Looked up one by one from the list above:
SMILES	PREPL inhibitor	TPT1 inhibitor	PP1 counter	ZTA counter	EBNA-1 inh	core dimer inh	PP5 primary	CTSL1 counter	Efflux pump mplx
CCc1c(C)nc2c(-c3ccccc3)c(-c3ccccc3)[nH]n2c1=O	-7	0	1	-6	15	4	2.9	-3	0.1
COc1cc(C=C2C(=O)c3ccccc3C2=O)cc(OC)c1OC	-4	-1	-2	21	7	0	-0.1	-4	0.1
COc1ccccc1N1CCN(C(=O)c2cc3sccc3n2C)CC1	9	-6	0	-22	-2	4	0.5	1	-0.1

Some of these compounds in order of number of heavy atoms, smallest number first.
SMILES	PREPL inhibitor	TPT1 inhibitor	PP1 counter	ZTA counter	EBNA-1 inh	core dimer inh	PP5 primary	CTSL1 counter	Efflux pump mplx
CCc1ccc(C(=O)NNc2cc(Cl)cc(Cl)c2)cc1	4	-1	1	-3	1	3	1.2	-1	-0.1
Cc1cc(OCC(=O)N2CCN(c3ccccn3)CC2)cc(C)c1Br	-17	0	-1	11	5	8	2.3	1	0.1
COc1ccc(N(C(=O)c2ccc(F)cc2)C2=CC3CCC(C2)N3C)cc1 (stereo not drawn)	-14	-3	-1	13	14	-5	-2.5	-2	-0.1

Next section.
SMILES	PREPL inhibitor	TPT1 inhibitor	PP1 counter	ZTA counter	EBNA-1 inh	core dimer inh	PP5 primary	CTSL1 counter	Efflux pump mplx
CCn1c(-c2ccc(Cl)cc2)n[nH]c1=S	4	3	1	-11	-15	-1	3.7	-3	0.1
CNS(=O)(=O)c1cccc(C(=O)OCC(=O)N(CCC#N)c2ccccc2)c1	-1	3	-5	6	8	4	-1.2	0	0.0
COC(=O)CCCNC(=O)c1ccc2[nH]c(C)c(C)c2c1	17	4	-7	7	-12	-1	-3.9	-5	0.2
CCOC(=O)Cc1csc(NC(=O)C(C)Oc2ccc3c(C)cc(=O)oc3c2)n1 (stereo not drawn)	-12	1	2	5	-10	3	0.7	2	0.1
COc1ccc(OCC(=O)OCCNC(=O)c2cccnc2)cc1	1	0	-3	16	1	5	1.2	0	0.0
Cc1cccc(OCC(O)CN2CCc3ccccc3C2)c1 (stereo not drawn)	-3	-5	-3	-11	-1	-16	3.1	1	-0.1
CCOc1ccccc1C(=O)Nc1nnc(COC)s1	-13	1	5	-10	-18	1	0.6	-3	0.5
CC1=C(C(=O)N2CCCC(CCC(=O)NCc3ccccc3F)C2)OCCO1 (stereo not drawn)	15	-2	1	-1	-8	3	-0.8	-12	-0.1
O=C(COc1ncnc2ccccc12)c1ccc(Cl)cc1	20	0	-2	-5	-1	-7	0.4	6	0.0
CCCCn1c(N)c(N(CCOC)C(=O)COC(=O)c2cc(CCC)c(C)s2)c(=O)[nH]c1=O	-2	1	-3	-12	-10	-5	-0.8	2	0.1
CSc1ccccc1C(=O)N1CCC2(CC1)CC(=O)c1ccccc1O2	2	-2	-10	-5	-10	3	-0.4	0	-0.1
Cn1c(CC(=O)Nc2ccccc2F)nnc1SCC(=O)N1CCOCC1	6	1	-2	4	8	-2	2.9	-1	1.3
Cc1cc(Br)cc2c1N(C)C(=O)C2(c1ccc(O)cc1)c1ccc(O)cc1	-4	1	-2	7	6	5	1.9	2	0.0
CCC(Oc1ccccc1)C(=O)Nc1nnc(C(F)(F)F)s1 (stereo not drawn)	1	-2	-1	4	3	0	1.3	2	-0.2
COc1cccc(N2CCN(Cc3nc(N)nc(Nc4ccccc4)n3)CC2)c1	12	0	4	13	-3	-2	-0.1	0	0.1
COc1ccc(OCC#CCNC(C)(C)C)cc1	2	0	2	3	-2	-4	2.3	0	0.0
CC(C)(C)c1ccc(/C=C/C(=O)NCCCN2CCOCC2)cc1	0	3	0	3	-2	-8	3.6	-2	0.1

Some of the compounds tested; rates above refer to the full screens.
